CXCR6 block: CXCR6 receptor inhibitors, primary screen, cell-based, beta-arrestin, luminescence, CHO-K1 PathHunter, 1536-well. inhibition, % at 20 µM. C-X-C chemokine receptor type 6 (Homo sapiens), O00574. actives 0.36% (n = 360,000); in the data active = inhibition above about 34%, passing the limit was not always enough;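 note: antagonist mode with CXCL16 agonist at 10 nM final; 0% = 10 nM CXCL16 with DMSO and 100% = unstimulated wells without agonist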
CCR6 antagonist: CCR6 receptor antagonists, primary screen, cell-based, CHO-K1, luminescence, beta-arrestin, uHTS | C-C chemokine receptor type 6 (Homo sapiens), P51684 | CHO-K1 CCR6 PathHunter beta-arrestin, CCL20-stimulated | inhibition, % at 20 µM | actives 0.49% (n = 340,000) | AID 493098, 2011;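 active = compounds whose inhibition of the agonist-driven luminescence signal at 20 µM reaches about 50%, limit read from the data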;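 note: cells stimulated with CCL20 at 14 nM final; plate controls were DMSO with CCL20 for no effect and DMSO without agonist for full effect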
Target sequence (P51684 whole entry, looked up): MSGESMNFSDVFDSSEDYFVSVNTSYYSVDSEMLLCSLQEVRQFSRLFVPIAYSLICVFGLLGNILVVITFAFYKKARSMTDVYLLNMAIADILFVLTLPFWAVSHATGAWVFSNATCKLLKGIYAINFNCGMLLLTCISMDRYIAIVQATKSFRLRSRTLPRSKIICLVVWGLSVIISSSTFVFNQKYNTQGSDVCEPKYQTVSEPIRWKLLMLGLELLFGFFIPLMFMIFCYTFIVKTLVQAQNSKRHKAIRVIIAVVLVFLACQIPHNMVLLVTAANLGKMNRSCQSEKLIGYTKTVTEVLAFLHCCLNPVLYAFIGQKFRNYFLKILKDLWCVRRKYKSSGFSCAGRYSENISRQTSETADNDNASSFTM
UBC13 polyUb: UBC13 polyubiquitin chain formation inhibitors, primary screen, biochemical, TR-FRET, uHTS. Ubiquitin-conjugating enzyme E2 N (Homo sapiens), P61088. inhibition, % at 20 µM. actives 0.47% (n = 330,000). AID 485273, 2010; in the data active = inhibition above about 45%, passing the limit was not always enough
Target sequence (P61088 whole entry, looked up): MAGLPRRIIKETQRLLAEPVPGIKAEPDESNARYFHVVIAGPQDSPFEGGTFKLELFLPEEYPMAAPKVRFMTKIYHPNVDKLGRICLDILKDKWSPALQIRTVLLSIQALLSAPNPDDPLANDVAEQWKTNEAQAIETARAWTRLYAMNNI
697 NFkB inh: inhibitors of PMA/ionomycin-induced NF-kB reporter, 697 cells, primary screen, B-cell NF-kB inhibitor project, cell-based, luminescence, uHTS. inhibition, % at 4 µM. AID 435022, 2010. actives 0.33% (n = 330,000). 697 B-cell NF-kB luciferase reporter, 16 h; in the data active = inhibition above about 35%
Jurkat NFkB inh: inhibitors of induced NF-kB luciferase reporter, primary screen, TCR NF-kB activation inhibitor project, cell-based, luminescence, uHTS; Jurkat, PMA/ionomycin-induced NF-kB luciferase reporter; inhibition, % at 4 µM; actives 0.53% (n = 330,000); in the data active = inhibition above about 50%
APJ antag: antagonists of human apelin receptor APJ, primary screen, CHO-K1 cells, beta-arrestin complementation, luminescence | P35414 | inhibition, % at 20 µM | actives 0.32% (n = 330,000) | AID 2521, 2010;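 active = inhibition above about 40% at 20 µM, limit read from the data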;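 note: cells challenged with 10 nM apelin-13 agonist together with compound; plate controls were apelin-13 plus DMSO wells for no effect and DMSO wells lacking apelin-13 for full effect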
EBI2 block: EBI2 receptor antagonists, beta-arrestin recruitment, primary screen, cell-based, luminescence, 7a,25-OHC stimulation, uHTS; G-protein coupled receptor 183 (Homo sapiens), P32249; 7a,25-OHC stimulated; inhibition, % at 5 µM; actives 0.81% (n = 360,000); AID 651636, 2012; in the data active = inhibition above about 38%;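 note: enzyme fragment complementation signal reports receptor beta-arrestin coupling in cells; 0% = agonist plus DMSO wells and 100% = wells without agonist; some results beyond the cut were filed as inactive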
Target sequence (P32249 whole entry, looked up, the tested form may be a part): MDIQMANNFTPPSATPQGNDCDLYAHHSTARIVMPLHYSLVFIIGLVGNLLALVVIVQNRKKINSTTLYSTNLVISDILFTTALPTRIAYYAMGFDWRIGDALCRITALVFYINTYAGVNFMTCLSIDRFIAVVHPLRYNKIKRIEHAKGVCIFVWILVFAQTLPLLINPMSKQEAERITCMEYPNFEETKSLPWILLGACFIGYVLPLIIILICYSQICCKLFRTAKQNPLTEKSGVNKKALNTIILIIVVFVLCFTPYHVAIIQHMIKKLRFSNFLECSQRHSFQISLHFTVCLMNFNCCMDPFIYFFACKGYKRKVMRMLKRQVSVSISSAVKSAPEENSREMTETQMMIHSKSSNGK
Gli-Sufu block: Gli-Sufu pathway antagonists, primary screen, luciferase luminescence, Sufu-KO-LIGHT cells, uHTS | actives 0.74% (n = 340,000) | inhibition, % at 5 µM | Sufu-KO-LIGHT fibroblasts, Gli luciferase reporter luminescence;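 active = inhibition above about 55%, limit read from the data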;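 note: 0% = DMSO-treated cells and 100% = wells with medium but no cells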
* hit, by the source's call; . = not tested or not shown.

SMILES	CXCR6 block	CCR6 antagonist	UBC13 polyUb	697 NFkB inh	Jurkat NFkB inh	APJ antag	EBI2 block	Gli-Sufu block
CC(=O)Oc1ccccc1C1OCCN1C(C)=O (stereo unspecified)	-1	-9	2	12	14	6	-18	3
CC(=O)c1ccc(OCC(O)CN2CCN(CCO)CC2)cc1 (stereo unspecified)	-4	7	-1	14	1	7	-9	.
Cc1cc(=O)oc2cc(OC(C)C(=O)NCCc3ccc(S(N)(=O)=O)cc3)ccc12 (stereo unspecified)	0	2	0	-17	-16	8	-14	0
O=c1c2sccc2n(Cc2cc(=O)n3ccccc3n2)c(=O)n1-c1ccccc1	-4	-2	-6	-12	9	-4	3	4
CNC(=O)c1sc(N2N=C3/C(=C\c4ccccc4)CCCC3C2c2ccccc2)nc1C (stereo unspecified)	4	2	.	.	.	.	14	14
Clc1ccc(Cl)c(OCCN2CCOCC2)c1	0	1	1	-7	6	-1	2	0
CC1(C)CC(=O)C2=C(C1)OC(N)=C(C#N)C2C1CC=CCC1 (stereo unspecified)	5	6	-2	-16	0	-4	4	-4
COc1cccc2cc(C(=O)NNC(=O)c3ccc(Br)cc3)c(=O)oc12	4	26	-9	-6	-4	28	30	-3
COc1ccc2nc(N=Nc3ccc(N(C)C)cc3)sc2c1	30	42	.	.	.	.	21	-71
CSc1ccccc1NC(=O)c1ccco1	-10	4	1	10	-1	-6	4	-2
CC(=O)c1ccc(N(C(=O)c2ccco2)C(C(=O)NC2CCCC2)c2ccc(N3CCOCC3)cc2)cc1 (stereo unspecified)	-6	0	0	-8	8	2	1	5
Oc1ccccc1CNc1nc2ccccc2n1CCN1CCCCC1	10	8	18	-1	3	11	13	9
CCOC(=O)c1cc2c(nc1NC(=S)NCc1ccccc1)CCCC2	0	21	36	-49	-44	1	2	-21
CC(C)(C)c1cc(-c2csc(Nc3ccccc3)[n+]2Cc2ccc(C(=O)O)cc2)cc(C(C)(C)C)c1O	-2	19	-10	13	-3	5	9	-16
Cc1c(C(=O)NCc2cccs2)oc2ccc(S(=O)(=O)N3CCOCC3)cc12	-10	-8	4	9	-6	11	12	14
CCOc1ccc(CCNC(=O)COC(=O)CSc2ccc(C)cc2)cc1OCC	-8	8	1	17	15	19	3	-2
COC(=O)c1sccc1NC(=O)CSc1ccccc1NS(=O)(=O)c1ccc(Br)cc1	6	7	-2	-14	-4	2	2	5
CC(NC(=O)CN(c1ccc(Br)cc1)S(C)(=O)=O)c1ccccc1 (stereo unspecified)	-1	10	-4	4	3	24	2	2
COc1cccc(/C=C2/SC(=S)N(CCCC(=O)Nc3ccc(O)cc3)C2=O)c1	0	14	5	80*	-8	2	24	49
CCN(CC)CC(C(=O)N(CC)CC)P(=O)(c1ccccc1)c1ccccc1 (stereo unspecified)	2	10	4	12	2	2	-4	-1
CSc1nc(S(C)(=O)=O)nc2[nH]c(=O)[nH]c12	-4	-1	.	.	.	.	-4	4
Cn1nc(C(=O)Nc2cccc(S(N)(=O)=O)c2)c2ccccc2c1=O	1	9	3	25	-2	7	-1	13
O=C(NC1CCCCC1)N(CCN1CCCC1)Cc1cc2cc3c(cc2[nH]c1=O)OCCO3	2	6	13	15	-10	-4	4	5
CCOc1ccccc1NC(=O)CN1CCN(Cc2ccccc2)CC1	-3	-11	4	1	-2	-2	-2	9
CCn1c(O)c(N=NC(=O)CNC(=O)/C=C/c2ccco2)c2ccccc21	8	6	-12	-5	-3	23	-12	6
More results:
SMILES	CXCR6 block	CCR6 antagonist	UBC13 polyUb	697 NFkB inh	Jurkat NFkB inh	APJ antag	EBI2 block	Gli-Sufu block
COc1cccc(C(=O)NNC(=O)C(=O)Nc2ccc(C)cc2)c1	5	6	2	-5	-3	4	-8	11
COCCN1CCc2c(C)nc3c(-c4ccc(OC)c(OC)c4)cnn3c21	-2	7	12	-17	-18	12	-1	-3
COc1ccc(N2CCN(C(=O)CCc3ccccc3OC)CC2)cc1	0	-4	0	1	-13	0	-2	-3
O=C(Cc1ccc(Cl)cc1)NC(=S)Nc1ccccc1O	17	7	9	6	9	0	8	3
CCc1c(O)nc(SCC(N)=O)n(-c2ccccc2F)c1=O	-4	4	10	4	13	1	-6	-3
CN(C)CCN(Cc1ccco1)S(=O)(=O)c1ccc(-c2ccc(=O)[nH]n2)s1	-3	19	-12	-11	-3	-3	-4	.
COc1ccc(CC(=O)NCC2CCCN(Cc3cccc(SC)c3)C2)cc1 (stereo unspecified)	4	7	1	-15	-7	-15	4	-8
O=c1c2ccccc2nc(-c2cccs2)n1-c1ccc2ccccc2c1	4	8	3	-15	-21	-6	15	27
COc1ccc(C(=O)COC(=O)c2cc(C)no2)c(OC)c1	-1	-2	-6	-20	-9	-43	-14	-6
Cc1ccc(-n2ncc3c(NCc4ccccn4)ncnc32)c(C)c1	7	-1	-3	5	10	-23	-15	6
COC(=O)CCC(=O)N1CCC(CCC(=O)NCc2ccc(F)cc2)CC1	-7	0	1	14	-6	2	6	-5
C/C(=N/NC(=O)CNC(=O)/C=C/c1ccccc1)c1ccco1	1	6	-10	-14	13	13	-6	3
Oc1ccc(C[C@@H]2CNCCN2CCCCC2CCCCC2)cc1	-13	8	59*	18	2	13	-29	2
Cc1cccn2c(=O)c3cc(C#N)c(=N)n(CCCN4CCOCC4)c3nc12	4	4	-16	10	-10	17	-15	17
CN(Cc1ccsc1)C(=O)CCc1nnc(Cc2c[nH]c3ccccc23)o1	-4	-7	0	1	-25	-9	-2	7
COc1ccccc1Oc1ccccc1[N+](=O)[O-]	3	-1	-2	-4	5	-17	5	4
COc1ccc(NS(=O)(=O)c2ccc(N3CCOCC3)c(NC(=O)c3ccco3)c2)cc1	-5	4	-4	-26	12	-5	3	.
[O-]/C(=C(\C(=S)Nc1ccc(SC(F)F)cc1)[n+]1cccc(CO)c1)c1ccc(Cl)s1	0	18	-16	-31	-9	13	18	1
O=C(c1ccccc1F)N(Cc1ccccc1)C1CCS(=O)(=O)C1 (stereo unspecified)	2	2	-5	-4	4	2	4	4
Cc1ccc2c(CSc3nnnn3C)cc(=O)oc2c1	6	1	2	4	5	14	-2	1
OCC1CCCN(Cc2ccc(-c3ccccc3)cc2)C1 (stereo unspecified)	-5	-14	-12	-33	-33	-1	-9	6
Clc1ccc(N=C2SCCS2)cc1	2	-1	2	-31	-40	10	-5	-18
CN1CCN(CC#CCC2(O)c3ccccc3-c3ccccc32)CC1	-12	6	1	3	9	-5	-4	-3
CCN(CC(=O)Nc1c(F)cccc1F)C(=O)c1ccccc1F	2	0	2	6	-2	-1	-2	4
Cc1nc(Sc2ccc(Cl)cc2)c(C#N)c(C)c1[N+](=O)[O-]	-2	6	3	0	-10	8	-18	23
The results go on.
SMILES	CXCR6 block	CCR6 antagonist	UBC13 polyUb	697 NFkB inh	Jurkat NFkB inh	APJ antag	EBI2 block	Gli-Sufu block
COc1ccc(-c2onc(C)c2-c2ccccc2)c(O)c1	2	-2	9	-2	19	-9	7	-2
S=c1[nH]nc(-c2ccc(Cl)cc2)n1/N=C/C=C/c1ccco1	5	3	15	-1	9	0	-4	6
CCN(CC)CCNC(=O)Cn1c(=O)c2cccn2c2ccc(F)cc21	3	5	2	1	-14	12	-1	24
CCc1cccc(NC(=O)CN(c2ccc(C)cc2)S(=O)(=O)c2c(C)noc2C)c1	-3	20	3	-6	7	8	15	5
CCOC(=O)C(CC)(CCC(=O)OC)c1csc(Nc2ccccc2O)n1 (stereo unspecified)	.	.	-6	15	-2	-7	.	.
O=C(OCC(=O)N1CCN(c2ccccc2)CC1)C1=COCCO1	-5	0	4	14	-2	2	2	-3
Cc1cccc2nc(CNC(=O)CC3C(=O)NCCN3Cc3cccc(F)c3)cn12 (stereo unspecified)	4	13	-3	9	-2	-49	4	6
C=CCn1c(NCCc2ccccc2)nc2c1c(=O)n(C)c(=O)n2C	-2	5	4	-56	20	0	4	4
Cc1cccc(NC(=O)CSc2ccc(-c3ccco3)nn2)c1	-3	-5	-2	-8	-5	-1	-5	1
O=C(c1cc(-c2cccs2)nc2ccccc12)N1CCN(c2ccccc2)CC1	0	7	7	-2	18	6	-7	-1
O=C1C2C3C=CC(CC3)C2C(=O)N1c1ccc(Cl)cc1Cl (stereo unspecified)	-1	18	6	12	6	6	1	4
CCOc1ccc(C(C)NC(=O)Cc2ccccc2F)cc1OCC (stereo unspecified)	2	-2	4	4	3	18	-2	5
COC(=O)c1ccc2nc3c(cc2c1)[C@@H]1CCN2C(=O)CCC[C@H](C3)[C@H]12	-1	-8	.	.	.	.	1	-6
O=C(CSc1nnc(-c2cccnc2)o1)Nc1cccc(F)c1	3	15	-4	-32	-74	5	-4	-6
C=CCN1C(=O)c2ccc(C(=O)N(C)CC(=O)Nc3ccccc3Cl)cc2C1=O	4	5	0	4	-8	14	-9	-6

Taken from above for reference:
SMILES	CXCR6 block	CCR6 antagonist	UBC13 polyUb	697 NFkB inh	Jurkat NFkB inh	APJ antag	EBI2 block	Gli-Sufu block
Clc1ccc(N=C2SCCS2)cc1	2	-1	2	-31	-40	10	-5	-18
CN1CCN(CC#CCC2(O)c3ccccc3-c3ccccc32)CC1	-12	6	1	3	9	-5	-4	-3
CCN(CC(=O)Nc1c(F)cccc1F)C(=O)c1ccccc1F	2	0	2	6	-2	-1	-2	4
Cc1nc(Sc2ccc(Cl)cc2)c(C#N)c(C)c1[N+](=O)[O-]	-2	6	3	0	-10	8	-18	23
COc1ccc(-c2onc(C)c2-c2ccccc2)c(O)c1	2	-2	9	-2	19	-9	7	-2
S=c1[nH]nc(-c2ccc(Cl)cc2)n1/N=C/C=C/c1ccco1	5	3	15	-1	9	0	-4	6
CCN(CC)CCNC(=O)Cn1c(=O)c2cccn2c2ccc(F)cc21	3	5	2	1	-14	12	-1	24
CCc1cccc(NC(=O)CN(c2ccc(C)cc2)S(=O)(=O)c2c(C)noc2C)c1	-3	20	3	-6	7	8	15	5
CCOC(=O)C(CC)(CCC(=O)OC)c1csc(Nc2ccccc2O)n1 (stereo unspecified)	.	.	-6	15	-2	-7	.	.
O=C(OCC(=O)N1CCN(c2ccccc2)CC1)C1=COCCO1	-5	0	4	14	-2	2	2	-3
Cc1cccc2nc(CNC(=O)CC3C(=O)NCCN3Cc3cccc(F)c3)cn12 (stereo unspecified)	4	13	-3	9	-2	-49	4	6
C=CCn1c(NCCc2ccccc2)nc2c1c(=O)n(C)c(=O)n2C	-2	5	4	-56	20	0	4	4
Cc1cccc(NC(=O)CSc2ccc(-c3ccco3)nn2)c1	-3	-5	-2	-8	-5	-1	-5	1
O=C(c1cc(-c2cccs2)nc2ccccc12)N1CCN(c2ccccc2)CC1	0	7	7	-2	18	6	-7	-1
O=C1C2C3C=CC(CC3)C2C(=O)N1c1ccc(Cl)cc1Cl (stereo unspecified)	-1	18	6	12	6	6	1	4
CCOc1ccc(C(C)NC(=O)Cc2ccccc2F)cc1OCC (stereo unspecified)	2	-2	4	4	3	18	-2	5
COC(=O)c1ccc2nc3c(cc2c1)[C@@H]1CCN2C(=O)CCC[C@H](C3)[C@H]12	-1	-8	.	.	.	.	1	-6
